TexasRed fluor = Total Fluorescence Counterscreen for Inhibitors of the Interaction of Thyroid Hormone Receptor and Steroid Receptor Coregulator 2. AID 1479, 2009. 0.29% of 280,000 active. TRb/SRC2 Texas Red total fluorescence interference. Potency, µM (doses to about 106 µM), for inactives: at the highest dose fluorescence change, negative = quenching; active = well fitted curve in either direction with a large enough effect; inconclusive = small, poorly fitted or top-dose-only effect
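Human TRβ ligand-binding domain (0.6 uM) and Texas Red SRC2 peptide (20 nM) in Tris buffer with 1 uM T3 and 5% DMSO were incubated with pinned compound for 5 hr at ambient temperature. Total fluorescence was computed as S + 2P (555/632 nm).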
RECQ1 inh = qHTS Assay for Inhibitors of RecQ-Like Dna Helicase 1 (RECQ1); ATP-dependent DNA helicase Q1 (Homo sapiens), P46063; RECQ1 DNA unwinding, red fluorescence kinetic read; Potency, µM (titrated, usually from 57.3 µM), inactives show top-dose activity, negative = inhibition, most hits filed as inhibitors; 0.54% of 240,000 active;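 also: plate controls were vehicle for no effect and no enzyme for full effect; nearly all actives have a fitted effect of over 30% in size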
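50 nM RECQ1T1 preincubated 15 min with compound in Tris pH 8.0 buffer with MgCl2, DTT, Tween-20 and 2.5 ug/ml poly(dI-dC); started with 200 nM TAMRA/BHQ-2 forked duplex and 2 mM ATP. Unwinding read as fluorescence (525/598 nm), two reads 2 h apart.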
GAA spleen mod = qHTS Assay for Inhibitors and Activators of Human alpha-Glucosidase From Spleen Homogenate. AID 2112, 2009. human spleen homogenate, 4-MU-alpha-glucoside fluorescence. 0.006% of 240,000 active. Potency, µM (highest dose often 79.9 µM), for the others: top-dose activity change, negative = inhibition, actives largely listed as inhibitors. Lysosomal alpha-glucosidase (Homo sapiens), P10253;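 also: 0% = enzyme with vehicle and -100% = no enzyme basal signal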
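Compounds were titrated against alpha-glucosidase in spleen homogenate at pH 5.0, with 1 mM 4-methylumbelliferyl substrate for 40 min at 37 C. Reactions were quenched with pH 10 NaOH/glycine and fluorescence measured.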
TRb SRC2 PPI = qHTS for Inhibitors of the Interaction of Thyroid Hormone Receptor and Steroid Receptor Coregulator 2 | AID 1469, 2008 | Thyroid hormone receptor beta (Homo sapiens), P10828 | 0.065% of 280,000 active | Potency, µM (top dose mostly 106 µM), for inactives: at the highest dose activity change, negative = inhibition, hits mostly inhibitors | TRbeta-SRC2 peptide binding, fluorescence polarization; receptor liganded with 1 µM T3;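 also: plate controls were bound peptide for no effect and peptide without receptor for full effect; nearly all actives have a fitted effect of over 50% in size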
Target sequence (P10828 whole entry, looked up): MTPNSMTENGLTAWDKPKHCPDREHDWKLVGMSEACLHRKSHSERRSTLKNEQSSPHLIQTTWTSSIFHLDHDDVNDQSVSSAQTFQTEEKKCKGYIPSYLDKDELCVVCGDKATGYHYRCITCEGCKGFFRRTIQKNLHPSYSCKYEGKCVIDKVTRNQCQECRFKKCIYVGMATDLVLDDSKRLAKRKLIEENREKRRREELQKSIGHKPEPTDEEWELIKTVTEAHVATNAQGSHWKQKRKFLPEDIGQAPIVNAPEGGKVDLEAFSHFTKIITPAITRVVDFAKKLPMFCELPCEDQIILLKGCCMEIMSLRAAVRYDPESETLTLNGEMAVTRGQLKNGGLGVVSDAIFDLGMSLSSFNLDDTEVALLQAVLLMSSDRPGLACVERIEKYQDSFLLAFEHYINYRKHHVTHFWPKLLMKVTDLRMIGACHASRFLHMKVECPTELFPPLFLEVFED
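A fluorescence polarization screen tested compounds at multiple concentrations against complex formation between 0.6 uM TRb ligand-binding domain and 20 nM Texas Red SRC2 peptide, with 1 uM T3 present; readout after 5 hr.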
GAA inhib = qHTS Assay for Inhibitors of Human alpha-Glucosidase as a Potential Chaperone Treatment of Pompe Disease; purified human GAA, 4-MU-alpha-glucoside fluorescence; Potency, µM (highest dose often 76.9 µM), for the others: at the highest dose activity change, negative = inhibition, hits mostly inhibitors; 0.005% of 200,000 active;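 also: plate controls were uninhibited enzyme wells for no effect and no-enzyme background for full effect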
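Compounds are titrated up to 77 uM against 4 nM human enzyme. Substrate 4-methylumbelliferyl-alpha-D-pyranoside (400 uM) reacts 20 min at room temperature in pH 5.0 buffer; liberated 4-methylumbelliferone is read at 440 nm.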
L3MBTL1 inh = qHTS Assay for the Inhibitors of L3MBTL1; Lethal(3)malignant brain tumor-like protein 1 (Homo sapiens), Q9Y468; AlphaScreen L3MBTL1–H3K9me1 peptide binding; 0.66% of 230,000 active; Potency, µM (highest dose often 57.1 µM), for inactives: top-dose activity, negative = inhibition, actives largely listed as inhibitors; also: nearly all actives have a fitted effect of over 60% in size
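AlphaScreen proximity signal between nickel-chelate acceptor and streptavidin donor beads (final 10 ug/mL) reports binding of 50 nM L3MBTL1 to 75 nM biotin-H3 K9me1 peptide; complex incubated with compounds 30 min at room temperature; cefsulodin titration as control.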
GAA glycogen mod = qHTS Assay for Inhibitors and Activators of Human alpha-Glucosidase Cleavage of Glycogen; Lysosomal alpha-glucosidase (Homo sapiens), P10253; recombinant GAA, glycogen substrate, Amplex Red glucose oxidase fluorescence; Potency, µM (top dose mostly 76.4 µM), without a hit: at the top dose activity change, negative = inhibition, usual class: inhibitors; 0.38% of 300,000 active;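 also: 0% = full enzyme reaction and -100% = no-enzyme basal signal; the screen sought inhibitors and activators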
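Recombinant human enzyme (4 nM); glycogen substrate; 37 C, 40 min, pH 5.0. Readout: coupled glucose oxidase/Amplex Red fluorescence.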
GoLoco inh red = qHTS Assay for Inhibitors of RGS12 GoLoco Motif Activity (Red Fluorophore). Potency, µM (doses to about 61.6 µM), inactives show at the top dose activity, negative = inhibition, most hits filed as inhibitors. Gai1:RGS12 GoLoco peptide FP, rhodamine, 10 min. Guanine nucleotide-binding protein G(i) subunit alpha-1 (Homo sapiens), P63096. 0.44% of 230,000 active; active = well fitted inhibition curve with a large enough effect, not every such curve was filed as active; inactive = no such curve, though single readings can be large or run the other way; also: nearly all actives have a fitted effect of over 30% in size; many of its hits are not listed in these tables
Target sequence (P63096 whole entry, looked up): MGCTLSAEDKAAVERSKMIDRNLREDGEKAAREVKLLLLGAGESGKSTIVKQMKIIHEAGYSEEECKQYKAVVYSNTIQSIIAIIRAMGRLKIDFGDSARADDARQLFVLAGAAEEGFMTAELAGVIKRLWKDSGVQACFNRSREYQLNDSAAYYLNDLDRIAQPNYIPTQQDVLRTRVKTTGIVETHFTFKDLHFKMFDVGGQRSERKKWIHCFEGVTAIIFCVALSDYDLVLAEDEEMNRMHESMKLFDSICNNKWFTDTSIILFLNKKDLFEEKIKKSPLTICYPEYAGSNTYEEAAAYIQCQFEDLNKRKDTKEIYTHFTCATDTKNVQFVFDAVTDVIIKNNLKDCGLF
Active calls of the source: *; i = inactive; u = inconclusive; x = not tested or not shown; [ ] = dose if it differs, or a comment. Unless noted, calls follow the shape of the dose curve; as a rule, active = well fitted curve in the direction sought with a large enough effect; inconclusive = small, poorly fitted or top-dose-only effect, or another doubt; inactive = no such curve, though single readings can be large; an effect the other way counts as inactive or inconclusive. Unless noted, % is scaled to controls: 0 for no effect and ±100 for the full control effect; potency is read from the fitted curve at half-maximal effect.

item | structure | TexasRed fluor | RECQ1 inh | GAA spleen mod | TRb SRC2 PPI | GAA inhib | L3MBTL1 inh | GAA glycogen mod | GoLoco inh red
1 | CCOC(=O)c1ccc(Nc2nnc3nc(C)cc(C)n23)cc1 | 0% | 4% | -6% | -20% | -2% | -12% | -8% | 1%
2 | Cc1ccc(C)c(CS(=O)(=O)c2cn(CC(=O)N3CCC(C)CC3)c3ccccc23)c1 | -3% | -11% | 0% | 2% | -10% | -10% | 10% | -4%
3 | CC[N+]1(C)CC2CCC(C)(C1)C2(C)C (centres undefined) | -2% | -11% | -4% | -2% | -18%[15.4 µM] | x | 8% | -50%
4 | CCCCN1CNC(=S)N(CCc2ccc(OCC)c(OCC)c2)C1 | -3% | -3% | 0% | 3% | -18% | -12% | -4% | 1%
5 | COCCNC(=O)CN1CCOc2ccccc21 | -1% | -8% | -3% | -1% | -4%[15.4 µM] | -4% | 10% | -8%
6 | CSc1ccccc1C(=O)C1CCCN(S(=O)(=O)N(C)C)C1 (centres undefined) | -3% | i | -3% | 0% | 4% | 8% | 0% | 12%
7 | CCN(CC)C(=O)c1ccc(NS(=O)(=O)c2ccccc2)cc1 | -1% | -3% | 2% | -2% | -1% | 5% | 0% | 6%
8 | Cc1nc(NCCO)c(C#N)c2c1COC(C)(C)C2 | 0% | i | -3% | -19% | -6% | 1% | -8% | 5%
9 | O=C(O)c1ccc(NC(=S)Nc2ccccc2)cc1 | -3% | -2% | -4% | -3% | 6% | 7% | 9% | -1%
10 | C=CCNC(=O)/C(C#N)=C/c1ccc(SC)cc1 | 0% | i | -3% | -4% | -6% | 0% | 0% | 7%
11 | O=[N+]([O-])c1ccc(/C=N/Nc2nc(N3CCCCC3)nc(N3CCCCC3)n2)cc1 | -3% | i | 3% | -4% | 3% | 6% | 0% | -11%
12 | N#CC1=C(N)Oc2cc(N)ccc2C1c1ccc(F)cc1 (centres undefined) | -1% | -24% | 2% | -19% | -6% | x | -15% | 11%
13 | CCOc1cccc(/C=N/NC(=S)NCCN2CCOCC2)c1O | -2% | 0% | 7% | 1% | 3% | x | u | 11%
14 | CCOc1ccc(N2C(=O)/C(=C/c3ccccn3)SC2=S)cc1 | -2% | i | -1% | 4% | x | -1% | 5% | 0%
15 | CC(=O)c1ccc2c(c1)C1C=CCC1C(C(=O)O)N2 (centres undefined) | 2% | i | -5% | -1% | 4% | 1.3µM* | u | -32%
16 | O=C(Nc1ccccc1)NC1CCN(CCCN2C(=O)c3ccccc3C2=O)CC1 | -3% | -2% | -1% | 3% | 3% | 1% | 7% | 9%
17 | CC(C)C(NC(=O)c1ccc(S(=O)(=O)N2CCOCC2)cc1)c1nc2ccccc2[nH]1 (centres undefined) | -3% | -11% | -8% | -5% | u | 2% | 7% | 7%
18 | CCCCN(CCCC)CCCNC(=O)C1CC(c2ccc(C(F)(F)F)cc2)=NO1 (centres undefined) | -1% | i | 0% | -4% | x | x | 12% | -4%
19 | O=S1(=O)C2CC3CCC2(CN1Cc1cccc(F)c1)O3 (centres undefined) | 0% | i | 7% | -8% | x | x | x | x
20 | O=P(Cc1ccccc1)(c1ccccc1)c1ccccc1 | -3% | -9% | 3% | 1% | -4% | -8% | -4% | 2%
21 | CCSc1ccccc1C(=O)Nc1nc2ccccc2c(=O)[nH]1 | 0% | -11% | -3% | -3% | 9% | -11% | 13% | 6%
22 | CC1(C)CC(=O)c2cc(N=C/C(C(=O)c3ccccc3)=C(\O)c3ccccc3)c(=O)oc2C1 | -4% | i | -4% | -5% | 2% | 19% | -19% | 19%
23 | CC1(C)COC(c2coc3ccccc3c2=O)OC1 | 0% | -1% | -4% | -4% | -3% | 9% | 6% | 13%
24 | COc1ccc(C2CC(c3ccc(OC)cc3)n3nc(N)nc3N2)cc1 (centres undefined) | -1% | 1% | 3% | -10% | -7% | -6% | 3% | 8%
25 | CNS(=O)(=O)c1ccc(NC(=O)C(CCSC)NC(N)=O)cc1 (centres undefined) | -3% | -5% | -8% | -2% | -12% | x | -4% | 17%
26 | CC1CCCC(C)N1C(=O)COc1ccc(C(=O)N/N=C/c2ccc(C(=O)O)cc2)cc1 (centres undefined) | 3% | -2% | 4% | 4% | 0% | 11% | 4% | 7%
27 | Nc1c(C(=O)Nc2ccc(S(=O)(=O)N3CCCC3)cc2)sc2nc3cc4c(cc3cc12)CCC4 | 0% | -9% | 3% | 1% | -8% | -14% | -2% | 11%
28 | COC(=O)c1cn(C(=O)c2cccs2)c2ccccc12 | 0% | -1% | -3% | -6% | -10% | 55%[activator] | -6% | -2%
29 | CCCCSC1(SCCCC)N=C(N)C2(C#N)C(c3ccccc3)NC(C)=CC12C#N (centres undefined) | 0% | 0% | 7% | -4% | -13% | 6% | 5% | 8%
30 | COc1ccc(-c2ccc(SCC(=O)NCC3CCCO3)nn2)cc1OC (centres undefined) | -3% | -9% | -3% | 3% | -9% | x | 5% | 1%

4 of the compounds above, with one line to a screen.
18	CCCCN(CCCC)CCCNC(=O)C1CC(c2ccc(C(F)(F)F)cc2)=NO1 (centres undefined)
19	O=S1(=O)C2CC3CCC2(CN1Cc1cccc(F)c1)O3 (centres undefined)
20	O=P(Cc1ccccc1)(c1ccccc1)c1ccccc1
21	CCSc1ccccc1C(=O)Nc1nc2ccccc2c(=O)[nH]1

assay / compound | 18 | 19 | 20 | 21
TexasRed fluor | -1% | 0% | -3% | 0%
RECQ1 inh | i | i | -9% | -11%
GAA spleen mod | 0% | 7% | 3% | -3%
TRb SRC2 PPI | -4% | -8% | 1% | -3%
GAA inhib | x | x | -4% | 9%
L3MBTL1 inh | x | x | -8% | -11%
GAA glycogen mod | 12% | x | -4% | 13%
GoLoco inh red | -4% | x | 2% | 6%

Following part
item | structure | TexasRed fluor | RECQ1 inh | GAA spleen mod | TRb SRC2 PPI | GAA inhib | L3MBTL1 inh | GAA glycogen mod | GoLoco inh red
31 | O=C1CC(c2ccccc2)CC(O)=C1C=NCCN1CCNCC1 (centres undefined) | -1% | -6% | -2% | -13% | 5% | 7% | 8% | -2%
32 | O=C(NCc1ccc(F)cc1)C1CCC(=O)N1C1CCCCC1 (centres undefined) | -2% | i | 0% | -10% | 9% | 0% | u | 3%
33 | CCC(C)C(NC(=O)c1ccc(Cl)cc1)C(=O)O (centres undefined) | -8% | 1% | 2% | -1% | -3% | x | 7% | 2%
34 | CCn1cc(C(=O)OC(C)C(=O)Nc2c(C)n(C)n(-c3ccccc3)c2=O)c(=O)c2ccc(C)nc21 (centres undefined) | 0% | i | 7% | 0% | -4% | -6% | -9% | -9%
35 | COc1ccc(C)cc1S(=O)(=O)N1CCOCC1 | -1% | -4% | 9% | 0% | -8% | 8% | -8% | -13%
36 | CC(C)CCn1c(SCCN2CCOCC2)nc2c1c(=O)[nH]c(=O)n2C | -2% | -5% | -9% | -8% | 3% | -1% | -4% | 1%
37 | CCN1CCN(C(=S)c2ccc(SC)cc2)CC1 | 1% | -17% | -1% | -7% | -11% | x | 19% | -1%
38 | Cc1ccc(NC(=O)c2cccs2)cc1NC(=O)c1ccco1 | 1% | -1% | 5% | 11% | 1% | x | -1% | 43%[activator]
39 | CCCC1=C(C(=O)OCC)C(c2ccccc2OC)NC(=O)N1 (centres undefined) | -1% | -11% | 0% | -12% | 0% | 4% | 0% | 7%
40 | O=C(CN1CCN(c2ccccc2F)CC1)c1ccc2c(c1)OCO2 | -3% | -7% | 4% | -5% | -6% | -4% | -13% | 4%
41 | COc1cccc(OC)c1C(=O)Nc1c(C)n(C)n(-c2ccccc2)c1=O | -1% | -11% | -3% | -7% | -2% | 0% | 6% | 4%
42 | Cc1ccc(OCC(=O)NC2CC(C)(C)NC(C)(C)C2)cc1C | -1%[53 µM] | i | 3% | 1%[53 µM] | u | 2% | 9% | 9%
43 | CCC1(C)Cc2c(sc3nn[nH]c(=O)c23)CO1 (centres undefined) | 2% | -4% | -8% | 0% | 6% | x | -16% | 0%
44 | Cc1ccc(-n2c(O)c(/C=N/Nc3ccc(S(=O)(=O)N4CCOCC4)cc3[N+](=O)[O-])c3ccccc3c2=O)c(C)c1 | -3%[53 µM] | -3% | 3% | 1%[53 µM] | -5% | u | u | 3%

An excerpt from above in order of SMILES length, high to low:
item | structure | TexasRed fluor | RECQ1 inh | GAA spleen mod | TRb SRC2 PPI | GAA inhib | L3MBTL1 inh | GAA glycogen mod | GoLoco inh red
18 | CCCCN(CCCC)CCCNC(=O)C1CC(c2ccc(C(F)(F)F)cc2)=NO1 (centres undefined) | -1% | i | 0% | -4% | x | x | 12% | -4%
4 | CCCCN1CNC(=S)N(CCc2ccc(OCC)c(OCC)c2)C1 | -3% | -3% | 0% | 3% | -18% | -12% | -4% | 1%
38 | Cc1ccc(NC(=O)c2cccs2)cc1NC(=O)c1ccco1 | 1% | -1% | 5% | 11% | 1% | x | -1% | 43%[activator]

Source: PubChem BioAssay (National Center for Advancing Translational Sciences (NCATS))

Only part of the results is shown. The share of hits here may be higher or lower than overall.
